Bioassay records deposited in PubChem BioAssay by several laboratories.
HIV fusion peptide = inhibitors of HIV fusion peptide binding, primary screen, biochemical, uHTS, fluorescence dequenching (AID 1986); hit rate 0.3% among 290,000; cell-free peptide binding, fluorescence dequenching, 30 min; higher % means a stronger effect; one-dose inhibition, % at 20 µM; IC50 in µM for titrated hits; in the data active = inhibition mostly above about 52%, no sharp cut-off; inactive = mostly below about 76%; note: some results filed as inactive read as strong as hits
West Nile virus CPE = West Nile virus antiviral activity, cell-based, CPE readout (AID 1621); hit rate 0.02% among 290,000; one-dose CPE inhibition, % at 10 µM; IC50 in µM for titrated hits; West Nile virus-infected cells, CPE inhibition; higher % means a stronger effect; in the data active = a potency from the dose series; note: strong numbers were not always called active
KOR beta-arrestin-1 = KOR agonists, beta-arrestin recruitment, primary screen, cell-based, luminescence, uHTS (AID 1777). KOR beta-arrestin recruitment, luminescence; higher % means a stronger effect. activation, % at 10 µM, or EC50 in µM where a hit was titrated. hit rate 0.02% among 280,000; in the data active = activation above about 50%, passing the limit was not always enough; note: a part of the inactive calls stands beside numbers as strong as those of hits
GPR55 beta-arrestin = GPR55 agonists via beta-arrestin recruitment, primary screen, imaging, U2OS cells, beta-arrestin-GFP redistribution (AID 1961) | G-protein coupled receptor 55 (Homo sapiens) | U2OS GPR55 beta-arrestin-GFP redistribution imaging; higher % means a stronger effect | activation, % at 10 µM, or EC50 in µM where a hit was titrated | hit rate 0.048% among 290,000;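 active = activation above 40% with more than 50 cells counted in the well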;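 note: U2OS osteosarcoma cells stably expressing GPR55 and beta-arrestin-GFP; plate controls were DMSO negative control for no effect and LPI positive control for full effect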
GPR55 LPI antagonism = GPR55 antagonists blocking LPI-driven arrestin recruitment, primary screen, imaging, U2OS, beta-arrestin-GFP, LPI agonist (AID 2013); G-protein coupled receptor 55 (Homo sapiens); U2OS GPR55 beta-arrestin-GFP translocation imaging, LPI antagonism; higher % means a stronger effect; inhibition, % at 10 µM, or IC50 in µM where a hit was titrated; hit rate 0.13% among 290,000;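 active = spots per cell inhibited over 60%, with over 100 cells counted and total cytoplasm intensity under 500,000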;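 note: U2OS cells stably carrying GPR55 and arrestin-GFP stimulated by 5 µM LPI near EC80; imaged beta-arrestin-GFP aggregate spots per cell after agonist stimulation; plate controls were LPI-stimulated DMSO wells for no effect and DMSO wells without LPI for full effect; some results filed as inactive read as strong as hits; confirmed hits need IC50 under 10 µM and bright autofluorescent wells are also inconclusive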
NOD1 NF-kB reporter = NOD1 signaling inhibitors, primary screen, cell-based, luminescence, uHTS (AID 1578); NOD1-driven NF-kB luciferase reporter cells, luminescence; higher % means a stronger effect; one-dose inhibition, % at 4 µM; EC50 in µM for titrated hits; hit rate 1% among 290,000; in the data active = inhibition mostly above about 36%, no sharp cut-off; inactive = mostly below about 34%;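 note: HEK-293T reporter cells stimulated with the NOD1 agonist gamma-tri-DAP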
KOR beta-arrestin-2 = KOR antagonists, beta-arrestin recruitment, cell-based, luminescence, uHTS (AID 1778). Kappa-type opioid receptor (Homo sapiens). KOR beta-arrestin recruitment, luminescence, antagonist mode; higher % means a stronger effect. inhibition, % at 10 µM, or IC50 in µM where a hit was titrated. hit rate 0.091% among 290,000; in the data active = inhibition above about 50%; note: strong numbers were not always called active
GPR35 antagonists = GPR35 antagonists blocking zaprinast-driven arrestin recruitment, primary screen, imaging, U2OS, beta-arrestin-GFP, zaprinast agonist (AID 2058); G-protein coupled receptor 35 (Homo sapiens); U2OS GPR35 beta-arrestin-GFP translocation imaging, zaprinast antagonism; higher % means a stronger effect; one-dose inhibition, % at 10 µM; IC50 in µM for titrated hits; hit rate 0.052% among 290,000;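 active = inhibition of at least 50% with at least 30 cells and total cytoplasm GFP at most 10,000,000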
NS5 inhibitors = Dengue-2 NS5 methyltransferase inhibitors, primary screen, biochemical, confirmation dose response (AID 588689); one-dose inhibition, % at 25 µM; IC50 in µM for titrated hits; Genome polyprotein (Dengue virus type 2 (strain 16681-PDK53)); Dengue-2 NS5 methyltransferase capping enzyme assay, biochemical; higher % means a stronger effect; hit rate 0.3% among 340,000; in the data active = a potency from the dose series
NS5 inhibitors pilot replicate = second read-out of NS5 inhibitors, no call of its own (marks repeat the call); inhibition, %; measured here: pilot screen replicate inhibition
Numbers without * were called inactive; . = not tested or not shown; [ ] = another dose, or the depositor's remark.

SMILES	HIV fusion peptide	West Nile virus CPE	KOR beta-arrestin-1	GPR55 beta-arrestin	GPR55 LPI antagonism	NOD1 NF-kB reporter	KOR beta-arrestin-2	GPR35 antagonists	NS5 inhibitors	others
NC(=O)c1cccc(S(=O)(=O)N2CC(c3ccccc3)CC2=O)c1 (centres undefined)	0.4%	0.2%	5.0%	-0.1%	-4.6%	-16.4%	-22.9%	12.3%	-1.4%
CC(C)C(=O)Nc1ccc(Sc2ccc(F)cc2)cc1	-1.0%	2.1%	-1.4%	-0.1%	0.7%	38.4%	-4.7%	6.0%	-1.3%
COc1ccc(C2CC(=O)Oc3c2c(=O)n(C)c2ccccc32)c(OC)c1OC (centres undefined)	1.2%	1.2%	.	0.2%	4.8%	-32.0%	7.0%[20 µM]	6.0%	-3.1%
CC1=NN(c2ccc(C(F)(F)F)cn2)C(=O)C1	14.4%	0.1%	-2.1%	0.4%	8.4%	-16.2%	33.6%	-11.4%	9.1%
COc1cc(C(=O)Nc2cccnc2)cc(OC)c1OC	-0.6%	-0.4%	-2.3%	0.9%	-7.4%	-48.7%	19.5%[20 µM]	-2.1%	4.8%
COc1ccc(CCNC(=O)C2CCN(S(=O)(=O)c3ccc(NC(C)=O)cc3)CC2)cc1OC	0.5%	-0.3%	-2.8%	-0.1%	-0.6%	-0.8%	-5.5%	-1.4%	0.0%
CCCCn1c(SCc2cc(=O)n3ccsc3n2)nc2cc(C(=O)OC)ccc2c1=O	0.6%	.	-0.4%	-0.2%	-3.5%	20.4%	-1.6%	17.2%	.
CCC1Oc2ccccc2N(CC(=O)NC2CCCC2)C1=O (centres undefined)	0.1%	-1.2%	0.6%	0.2%	11.0%	8.5%	-21.5%	6.7%	-3.3%
CCOc1cc(/C=C2/N=C(C)C(C(=O)OC)=C2O)ccc1O	2.5%	0.4%	1.9%	0.2%	6.1%	-17.6%	-16.2%	5.8%	-38.2%
O=C1c2ccccc2NC(c2ccc(-c3cccc(Cl)c3)o2)N1O (centres undefined)	3.9%	-0.3%	-0.4%	-0.1%	10.2%	4.3%	-14.5%	-14.1%	4.0%
Cc1ccccc1C(=O)NNc1ncnc2c1cnn2C	2.0%	-0.2%	2.8%	-1.0%	9.9%	-39.0%	24.0%	0.4%	5.2%
COc1ccc([C@H]2C=C(C(=O)O)O[C@@H](OCc3ccc(CO)cc3)C2)cc1	0.4%	1.1%	-4.5%	-0.1%	5.1%	-4.7%	10.5%	1.9%	0.0%
O=C(N/N=C/c1cccc([N+](=O)[O-])c1)C1CC(=O)N(c2ccc(Br)cc2)C1 (centres undefined)	-1.7%	-0.6%	3.3%	-0.2%	11.8%	-33.4%	11.6%	3.1%	-0.6%
Cc1ccc(CNC(=O)CCS(=O)(=O)c2ccc3c(c2)CC(C)N3C(=O)C2CC2)cc1 (centres undefined)	-0.9%	0.0%	0.0%	-0.2%	-9.9%	-14.1%	-77.7%	5.5%	-7.0%
O=C(CSCc1ccccc1Br)NC1CC1	-0.9%	-0.2%	-0.6%	0.3%	1.1%	-33.2%	.	-13.7%	-8.7%
COc1ccc(NC(=O)N2CCCC2C(=O)NC2CCCC2)cc1 (centres undefined)	0.0%	-0.1%	-0.6%	-0.1%	1.5%	5.1%	-14.4%	10.6%	-3.6%
CCN(C(=O)CSc1nnc(-c2ccncc2)n1C)C1CCS(=O)(=O)C1 (centres undefined)	-0.5%	0.4%	4.1%	-0.1%	-4.6%	35.9%	-112.3%	-7.0%	5.5%
COc1cc(C2C(N3C(=O)c4ccccc4C3=O)C(=O)N2c2ccc(C)c(C)c2)cc(OC)c1OC (centres undefined)	-1.1%	-0.5%	3.3%	0.2%	5.4%	-20.5%	-40.1%	-1.4%	4.5%
NC(=O)CC(NC(=O)c1cccc(Br)c1)c1ccc(NC2CCCCCCCCCCC2)c([N+](=O)[O-])c1 (centres undefined)	-1.0%	-0.4%	-3.5%	-0.1%	2.3%	16.1%	-6.0%[20 µM]	4.3%	-2.4%
O=S(=O)(NC1CCCCC1Oc1ccccc1)c1ccc(Cl)cc1 (centres undefined)	2.8%	-1.1%	2.0%	0.1%	12.4%	-1.5%	30.6%	-4.0%	0.0%
O=C1C(=O)N(CCN2CCOCC2)C(c2cccnc2)/C1=C(/O)c1ccccc1 (centres undefined)	2.5%	0.3%	.	-0.1%	8.1%	-27.0%	-8.0%[20 µM]	-7.3%	.
CCCN1Cc2cccc(C(=O)N3CCN(c4ccccc4)CC3)c2C1=O	-0.5%	-0.5%	-2.4%	-0.2%	4.0%	-6.7%	28.3%	-1.9%	-1.6%
Nc1ccccc1NC1=CC(=O)CC(c2ccccc2)C1 (centres undefined)	3.6%	0.8%	-6.7%	-1.0%	9.1%	-12.1%	6.0%	0.2%	.
O=C(CSC1=N/C(=C/c2ccc(Cl)c(Cl)c2)C(=O)N1c1ccccc1F)NC1CC1	0.4%	0.3%	2.4%	0.0%	0.1%	11.5%	15.9%	-6.7%	1.6%
C(=N\n1cnnc1)/c1cccnc1	-0.1%	0.6%	-4.9%	-0.1%	12.3%	-4.0%	-33.7%	8.8%	-3.2%
O=C1c2ccccc2C(Nc2ccc(S(=O)(=O)N3CCOCC3)cc2)N1c1ccccn1 (centres undefined)	-1.5%	1.1%	1.4%	-0.2%	3.3%	-11.2%	2.1%	0.5%	-3.5%
CCOC(=O)c1csc(COc2ccc(OC)cc2)n1	-0.2%	0.3%	0.4%	-0.2%	5.6%	-11.6%	4.6%	-7.8%	-3.9%
Cc1c(C(=O)C(C)C)n(C)c2ccccc12	5.0%	0.9%	2.0%	-0.3%	11.5%	.	-22.8%	-0.2%	-6.9%
Cc1cccc(Nc2nnc(SC3CCOC3=O)s2)c1C (centres undefined)	0.0%	0.8%	5.9%	-0.1%	0.6%	-53.1%	-26.6%	7.2%	1.4%
COc1ccc2nc(SCC(=O)Nc3ccc4sc(C)nc4c3)c(C#N)cc2c1	4.2%	0.5%	9.0%	-0.3%	4.6%	-27.9%	-5.0%	-13.8%	-2.0%
COc1ccc(Nc2nnc(-c3ccc(O)cc3)c3ccccc23)cc1	-1.2%	0.8%	-5.9%	-0.1%	12.1%	-28.9%	13.6%[20 µM]	-24.8%	-8.7%
COc1ccc(C)cc1S(=O)(=O)NC1CCCC1	-0.5%	1.2%	-1.2%	-0.2%	2.0%	.	26.1%	18.9%	0.0%
COc1ccc(NC(=S)N2CCC(NC(=O)c3ccco3)CC2)cc1	1.0%	0.1%	2.1%	-0.1%	13.8%	4.7%	-32.0%	7.6%	0.0%
Cc1c(NC(=O)c2cnn3c2NC(c2ccccc2)CC3C(F)(F)F)c(=O)n(-c2ccccc2)n1C (centres undefined)	0.7%	-0.6%	-0.1%	-0.1%	4.4%	-12.7%	2.0%	10.7%	-4.0%
Cc1cc(C(C)(C)C)oc1C(=O)N1CCN(C(=O)c2oc(C(C)(C)C)cc2C)CC1	1.1%	0.1%	3.7%	0.0%	-5.5%	-2.8%	-2.1%	-0.5%	-2.7%
COc1ccc(C(=O)O)cc1S(=O)(=O)N(C)C	1.9%	0.3%	8.2%	0.7%	9.1%	-35.1%	14.6%	5.9%	6.8%
CCCc1nc2c(sc3nc4c(cc32)COC(C)(C)C4)c(=O)o1	-1.1%	-0.2%	-1.8%	-0.1%	2.7%	-10.1%	-24.1%[20 µM]	-2.9%	1.6%
CCCCC(=O)/C=C/n1c(=S)oc2ccccc21	0.9%	-2.3%	7.8%	0.8%	3.5%	.	-0.7%	-4.0%	7.9%
COc1ccc2c(c1)Cc1sc(NC(=O)c3cccs3)nc1-2	7.2%	0.5%	5.9%	-0.2%	9.5%	9.0%	-47.8%	9.2%	-6.8%	NS5 inhibitors pilot replicate=2.1
O=C(COC(=O)[C@H](Cc1ccccc1)NC(=O)c1cccs1)Nc1cc(F)ccc1F	1.4%	-0.1%	-1.0%	0.0%	16.0%	-23.0%	15.9%	6.5%	-1.9%
COc1cc(S(=O)(=O)N2CCCCC2)ccc1NC(=O)c1ccncc1	-0.6%	-0.8%	1.2%	0.0%	4.4%	-32.7%	1.2%	14.6%	-7.3%
Cc1cc(C(F)F)n2ncc(C(=O)N3CCc4ccccc4C3)c2n1	-1.3%	-0.2%	-3.2%	-0.1%	-9.8%	-13.0%	9.8%	3.9%	.
CC(=O)NS(=O)(=O)c1ccc(NC(=O)c2ccc3c(c2)C(=O)N(CCC(C)C)C3=O)cc1	21.3%	0.5%	-2.1%	-0.2%	4.3%	-34.0%	-21.5%	-1.3%	-4.3%
CCOC(=O)C1=NN(c2ccc(C)cc2)CC1C(=O)OC (centres undefined)	-0.7%	0.0%	2.3%	-0.1%	0.4%	17.7%	-54.6%	8.9%	-4.5%
Cc1ccc(NC(=O)COC(=O)CCOc2ccccc2C)cc1	1.0%	0.9%	-3.1%	0.3%	-9.3%	-29.6%	17.3%	17.4%	-8.7%
O=C(CN1CCOCC1)Nc1ccc(Cl)cn1	-0.8%	-0.6%	-2.8%	-0.1%	-4.5%	-14.0%	5.6%	-7.6%	-17.4%
O=C(COc1ccccc1Cl)NCCCNC(=O)c1ccco1	-0.4%	-0.2%	7.8%	-0.1%	-8.5%	33.3%	-60.0%	2.6%	-9.8%
COc1ccc(-c2oc(/N=C/N3CCCC3)c(C#N)c2-c2ccc(OC)cc2)cc1	9.5%	-0.5%	-1.6%	0.6%	14.8%	-10.2%	14.9%	-0.5%	4.2%
Cc1ccc(-n2ncc3c2CCCC3NC(=O)CCCN2CCCCC2=O)cc1C (centres undefined)	-0.2%	-1.2%	2.6%	-0.2%	12.9%	-22.9%	-2.5%	-9.3%	-3.9%
Cc1ccc(S(=O)(=O)N[C@H](C(=O)OCn2nnc3ccccc3c2=O)C(C)C)cc1	0.0%	-0.6%	-8.3%	-0.2%	10.6%	-9.2%	-4.8%	8.0%	-2.7%

A portion of the library; count on the stated rates, not on these rows.
